# GPR55 antagonists: inhibition of LPI-stimulated GPR55 beta-arrestin translocation – imaging, U2OS, beta-arrestin-GFP, LPI agonist, primary screen (AID 2013); U2OS GPR55 beta-arrestin-GFP translocation imaging, LPI antagonism; higher % means a stronger effect; 0.13% of 290,000 active; inhibition, % at 10 µM; hits with a dose series show IC50 in µM;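 active = spots per cell inhibited over 60%, with over 100 cells counted and total cytoplasm intensity under 500,000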;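 also: U2OS cells stably carrying GPR55 and arrestin-GFP stimulated by 5 µM LPI near EC80; imaged beta-arrestin-GFP aggregate spots per cell after agonist stimulation; plate controls were LPI-stimulated DMSO wells for no effect and DMSO wells without LPI for full effect; some results filed as inactive read as strong as hits; confirmed hits need IC50 under 10 µM and bright autofluorescent wells are also inconclusive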
# RSV CPE inhibition: RSV antiviral activity via CPE protection, HEp-2 cells, primary 10 µM value included (AID 2391); 0.13% of 310,000 active; HEp-2 cells, RSV-induced CPE inhibition; higher % means a stronger effect; CPE inhibition, % at 10 µM, or IC50 in µM where a hit was titrated; in the data active = a potency from the dose series; also: strong numbers were not always called active
# GPR35 arrestin U2OS: inhibition of zaprinast-stimulated GPR35 beta-arrestin translocation – imaging, U2OS, beta-arrestin-GFP, zaprinast agonist, primary screen (AID 2058) | U2OS GPR35 beta-arrestin-GFP translocation imaging, zaprinast antagonism; higher % means a stronger effect | one-dose inhibition, % at 10 µM; IC50 in µM for titrated hits | 0.052% of 290,000 active;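 active = inhibition of at least 50% with at least 30 cells and total cytoplasm GFP at most 10,000,000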
# Rac1 GTP hydrolysis: MgcRacGAP GTPase-activating activity inhibitors, confirmation, biochemical, ADP Hunter fluorescence; MgcRacGAP-stimulated Rac1 GTP hydrolysis, ADP Hunter fluorescence; higher % means a stronger effect; GST-tagged Rac1 F28L mutant substrate; one-dose inhibition, % at 30 µM; IC50 in µM for titrated hits; 0.6% of 340,000 active;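 active = first-screen hits whose inhibition reached a set limit at any dose in the follow-up dose series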;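 also: fluorescence reports GDP produced by GAP-driven GTP hydrolysis; strong numbers were not always called active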
# NS5 inhibitors: Dengue-2 NS5 methyltransferase inhibitors, primary screen, biochemical, confirmation dose response (AID 588689); Dengue-2 NS5 methyltransferase capping enzyme assay, biochemical; higher % means a stronger effect; inhibition, % at 25 µM; hits with a dose series show IC50 in µM; 0.3% of 340,000 active; in the data active = a potency from the dose series
# SV40 large T antigen: TAg ATPase/helicase activity blockers – biochemical (AID 1903); SV40 large T antigen ATPase/helicase inhibition assay; higher % means a stronger effect; 0.39% of 310,000 active; inhibition, % at 20 µM, or IC50 in µM where a hit was titrated; in the data active = a potency from the dose series; also: strong numbers were not always called active
# HIV peptide binding: cell-free HIV fusion peptide-binding blockers – biochemical, uHTS, fluorescence dequenching, primary screen (AID 1986). inhibition, % at 20 µM, or IC50 in µM where a hit was titrated. 0.3% of 290,000 active. cell-free peptide binding, fluorescence dequenching, 30 min; higher % means a stronger effect; in the data active = inhibition mostly above about 52%, no sharp cut-off; inactive = mostly below about 76%; also: some results filed as inactive read as strong as hits
# PhoP inhibition: inhibitors of PhoP regulon expression, primary screen, Salmonella Typhimurium, GFP reporter (AID 1863); S. Typhimurium PhoP-regulated promoter GFP reporter, 4 h; higher % means a stronger effect; inhibition, % at 50 µM; hits with a dose series show IC50 in µM; 0.16% of 300,000 active;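 active = inhibition over 29.93%, a cutoff 3 SD above the screen mean, later confirmed by dose response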;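 also: 0% = low Mg2+ inducing control and 100% = high Mg2+ repressing control; strong numbers were not always called active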
# UTI89 phage lysis: inhibition of K1F phage lysis, E. coli UTI89, bacterial capsule biogenesis inhibitors, alamar blue (AID 488966); 0.02% of 340,000 active; one-dose inhibition, % at 100 µM; IC50 in µM for titrated hits; E. coli UTI89 K1F phage lysis, alamar blue, 2 h; higher % means a stronger effect;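 active = phage lysis inhibition, versus mean bacterial control, above a set limit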;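 also: capsule biogenesis inhibitors block K1F phage lysis so surviving cells raise fluorescence; higher fluorescence means more inhibition of phage lysis; actives were called in the ten point dose series up to 300 µM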
# An asterisk follows results filed as active; nt = not tested or not shown; & = joins results of further samples; [ ] = remark or other dose. This is a random part of the collection. Share with any hit: about 1.5%.
SMILES,GPR55 antagonists,RSV CPE inhibition,GPR35 arrestin U2OS,Rac1 GTP hydrolysis,NS5 inhibitors,SV40 large T antigen,HIV peptide binding,PhoP inhibition,UTI89 phage lysis
O=C(C[n+]1ccc(C(=O)NCc2ccccc2)cc1)c1ccc(OC(F)F)cc1,-6%,0.6%,-16%,-13%,-9%,3%,-1.6%,5%,0.6%
Cn1c(SCc2n[nH]c(=S)n2-c2ccccc2)nnc1-c1ccccc1,-2%,2.6%,-5%,-9%,-9%,5%,1.6%,-6%,-0.3%[50 µM]
CCC(=O)N1CCc2cc(Br)cc(S(=O)(=O)CCC(=O)NCCc3ccccc3)c21,16%,3.2%,-4%,6%,2%,14%,-1.8%,4%,-0.1%
NC(=O)CSc1nnc(-c2ccncc2)o1,-7%,1.5%,3%,5%,-6%,7%,2.1%,-8%,0.1%
CCOCCCNc1nc2c([nH]1)c(=O)n(C)c(=O)n2C,5%,-1.0%,2%,9%,-1%,12%,1.3%,-1%,5.6%
CC(Sc1nc2cc(Cl)ccc2s1)C(=O)Nc1ccc2c(c1)OCO2 (configuration not stated),-10%,19%,-10%,9%,-2%,1%,2.6%,-7%,1.1%[50 µM]
O=C(Nc1ccncc1)c1ccc(NS(=O)(=O)c2cccc(F)c2)cc1,11%,1.1%,2%,7%,-5%,7%,2.3%,-8%,-0.4%
CS(=O)(=O)Nc1ccc(C2=NN(S(C)(=O)=O)C(c3ccc4c(c3)OCO4)C2)cc1 (configuration not stated),6%,4.7%,3%,2%,12%,20%,2.0%,-2%,4.2%
Cc1cc(C)c(NC(=O)CN2C(=O)NC3(CCCCC3)C2=O)c(C)c1,-1%,0.2%,-8%,1%,-3%,11%,-1.2%,7%,6.0%
COc1cccc(CN(C)C(=O)C(Cc2ccccc2)NC(=O)c2ccccc2)c1OC (configuration not stated),nt,-1.4%,nt,8%,6%,11%,nt,-7%,0.2%[50 µM]
CCN1C(=NCc2cc(OC)c(OC)c(OC)c2)N[C@@H](c2ccccc2)[C@H](C(=O)OC)[C@H]1C,-3%,-0.1%,11%,nt,nt,18%,-1.5%,2%,nt
CCCc1cc(=O)oc2c(CN3CCCC3)c(O)c(Cl)cc12,-5%,1.8%,-8%,0%,37%,4%,7.6%,-10%,-0.6%
COc1ccc(N=N/C(C(C)=O)=C(/C)O)cc1,-7%,nt,-7%,10%,-4%,2%,0.0%,4%,0.7%
COc1ccc2cc3cc(C(=O)NCCN4CCc5ccccc5C4)oc3nc2c1,14%,2.1%,-16%,14%,-6%,16%,-0.7%,6%,6.8%
COc1ccc(C(=O)CSc2nccn2C)c(OC)c1,13%,2.3%,-1%,8%,4%,15%,-0.7%,-5%,-0.2%
COc1ccc2nc(SCC(N)=O)[nH]c2c1,-4%,0.8%,6%,-11%,18%,6%,-0.5%,5%,-0.2%
O=C1/C(=C\c2cccc([N+](=O)[O-])c2O)SC(=S)N1Cc1ccccc1,-10%,18%,-20%,11%,33%,3%,65%,9%,0.0%
C=CCSc1nc2[nH]ncc2c(=O)[nH]1,-4%,0.1%,-5%,3%,4%,11%,-0.3%,-3%,0.0%
CCC(C)NC(=S)Nc1ccc(C(=O)OC)cc1 (configuration not stated),3%,1.2%,-7%,-24%,4%,-1%,0.1%,7%,0.1%
Cc1csc(NC(=O)Nc2cccc(Cl)c2)n1,-2%,17%,-10%,5%,-4%,8%,-1.7%,6%,0.0%
CCOc1ccc(N(CC(=O)N2CCCC2)S(=O)(=O)c2ccc(F)cc2)cc1,22%,2.2%,0%,9%,-12%,4%,-0.5%,1%,0.1%
CCCNC(=O)c1cc2nc(-c3ccccc3)cc(C(F)(F)F)n2n1,5%,4.2%,17%,1%,-8%,10%,-1.2%,3%,-1.1%
CCC(C)(C)NC(=O)C(c1ccc(C)o1)N(Cc1cccs1)C(=O)Cn1nnc2ccccc21 (configuration not stated),4%,-1.6%,54%,10%,0%,3%,0.2%,13%,0.1%
O=C(O)c1ccc(N=NN2CCCC2)cc1,-5%,1.7%,-12%,0%,-6%,16%,2.4%,-5%,-0.6%
CN1CCN(c2ccc(S(=O)(=O)N3CCCCC3)cc2NC(=O)CSCc2ccccc2)CC1,8%,0.1%,2%,9%,2%,12%,1.5%,-4%,-0.2%

# Brought forward from above: 2 entries; new compounds follow.
SMILES,GPR55 antagonists,RSV CPE inhibition,GPR35 arrestin U2OS,Rac1 GTP hydrolysis,NS5 inhibitors,SV40 large T antigen,HIV peptide binding,PhoP inhibition,UTI89 phage lysis
O=C(O)c1ccc(N=NN2CCCC2)cc1,-5%,1.7%,-12%,0%,-6%,16%,2.4%,-5%,-0.6%
CN1CCN(c2ccc(S(=O)(=O)N3CCCCC3)cc2NC(=O)CSCc2ccccc2)CC1,8%,0.1%,2%,9%,2%,12%,1.5%,-4%,-0.2%
C/C(=N\NC(=O)c1cccc(S(=O)(=O)N2CCCC2)c1)c1ccncc1,nt,3.0%,nt,2%,1%,nt,nt,nt,1.5%[50 µM]
CC(=O)c1c(COC(=O)c2ccc(F)cc2)nc2ccccc2[n+]1[O-],-6%,nt,3%,nt,nt,8%,-1.5%,-5%,nt
O=C(Nc1cc2c3c(c1)C1CCCC1CN3CC1CCCC21)c1ccccc1 (configuration not stated),17%,20%,8%,14%,11%,7%,0.3%,19%,0.0%
COc1ccccc1/C=C/C(=O)NCCC1=CCCCC1,1%,8.3%,-3%,7%,-8%,11%,-1.2%,-12%,0.1%
CC1=C(C(=O)OCc2ccccc2)C(c2ccccn2)c2c(n(C)c(=O)n(C)c2=O)N1 (configuration not stated),-2%,-2.1%,-3%,0%&11%,-4%&0%,7%,-0.3%,1%,-1.0%&-0.2%
O=C(O)C1C2CCC(O2)C1C(=O)Nc1cccc(F)c1 (configuration not stated),1%,4.5%,-8%,nt,nt,-6%,-3.2%,1%,nt
Cc1cc(C(=O)COc2ccc(F)cc2Br)c(C)n1C,-10%,2.9%,14%,4%,2%,5%,-2.0%,-5%,0.5%
O=C(Cc1ccccc1[N+](=O)[O-])Nc1ccccc1C(=O)N1CCOCC1,-4%,3.2%,2%,3%,-5%,11%,0.5%,-10%,0.1%
Cc1cc(C)c2nc(-c3cccnc3)cc(C(=O)Nc3ccc(S(=O)(=O)Nc4onc(C)c4C)cc3)c2c1,1.5µM*,0.1%,1%,4%,-3%,19%,57%*,0%,-1.6%
O=C1c2ccccc2C(O)(c2ccccc2)N1C1CC1 (configuration not stated),2%,2.4%,14%,10%,-2%,14%,-1.1%,8%,0.4%
CCN(C(=O)COC(=O)c1ccc(COc2ccc3c(C)cc(=O)oc3c2)cc1)C1CCS(=O)(=O)C1 (configuration not stated),-2%,-0.7%,-8%,7%,-4%,12%,-1.8%,0%,0.2%
Cc1ccc(C2(C)NC(=O)N(CC(=O)NC(=O)NCCC(C)C)C2=O)cc1 (configuration not stated),-21%,-0.7%,12%,5%,-1%,3%,13%,3%,3.2%
COc1ccccc1C(=O)N/C(=C\c1ccccc1)C(=O)NCc1ccco1,-10%,0.8%,1%,4%,-8%,11%,-1.1%,-2%,0.4%
Cc1cccc(Nc2ccccc2C(=O)OCC(=O)N(C)C2CCS(=O)(=O)C2)c1C (configuration not stated),28%,10%,15%,4%,-7%,8%,-2.0%,-6%,2.7%
Cc1cc2oc(C(=O)NC3CCS(=O)(=O)C3)cc(=O)c2cc1C (configuration not stated),0%,2.4%,-11%,9%,-3%,6%,-0.8%,-10%,0.5%
FC(F)(F)COc1nc(OCC(F)(F)F)nc(N2CCN(c3ccccc3)CC2)n1,8%,21%,3%,6%,-3%,11%,0.6%,29%,0.7%
CCc1c(C)sc(NC(=O)c2cc(CC(C)C)on2)c1C#N,3%,3.1%,4%,3%,-2%,2%,0.5%,-6%,-1.5%
COCCCn1cc(C(=O)c2ccccc2OCC(=O)Nc2cccc(F)c2)cc(C#N)c1=O,-5%,2.5%,4%,9%,-10%,-1%,-0.6%,0%,-0.5%
COc1ccc(/C=N/NC(=O)c2ccc[nH]2)cc1,11%,0.7%,7%,7%,-8%,11%,-0.8%,3%,0.2%
CCOC(=O)C1=C(N)OC2=C(C(=O)CC(C)(C)C2)C1c1ccc(CC)s1 (configuration not stated),21%,-0.1%,-16%,12%,-2%,25%,-1.3%,-3%,-2.1%
CSC1=N/C(=C\c2ccc(Cl)cc2)C(=O)N1N(C)C,-6%,0.1%,9%,13%,-3%,1%,-1.3%,-5%,-0.4%

# Six entries from above, set out differently:
structure	GPR55 antagonists	RSV CPE inhibition	GPR35 arrestin U2OS	Rac1 GTP hydrolysis	NS5 inhibitors	SV40 large T antigen	HIV peptide binding	PhoP inhibition	UTI89 phage lysis
COc1ccc(/C=N/NC(=O)c2ccc[nH]2)cc1	11%	0.7%	7%	7%	-8%	11%	-0.8%	3%	0.2%
CCc1c(C)sc(NC(=O)c2cc(CC(C)C)on2)c1C#N	3%	3.1%	4%	3%	-2%	2%	0.5%	-6%	-1.5%
Cc1cc(C(=O)COc2ccc(F)cc2Br)c(C)n1C	-10%	2.9%	14%	4%	2%	5%	-2.0%	-5%	0.5%
CC(=O)c1c(COC(=O)c2ccc(F)cc2)nc2ccccc2[n+]1[O-]	-6%	nt	3%	nt	nt	8%	-1.5%	-5%	nt
Cc1cc2oc(C(=O)NC3CCS(=O)(=O)C3)cc(=O)c2cc1C (configuration not stated)	0%	2.4%	-11%	9%	-3%	6%	-0.8%	-10%	0.5%
C/C(=N\NC(=O)c1cccc(S(=O)(=O)N2CCCC2)c1)c1ccncc1	nt	3.0%	nt	2%	1%	nt	nt	nt	1.5%[50 µM]
